ERK EGF inh – blocks ERK signaling stimulated by EGF. HEK293-V1b, EGF-stimulated phospho-ERK AlphaScreen. Potency, µM (doses to about 11.5 µM), without a hit: top-dose activity change, negative = inhibition, usual class: inhibitors. 130,000 tested, 0.41% active. AID 1454; active = well fitted inhibition curve with a large enough effect; inconclusive = small, poorly fitted or top-dose-only effect, or effect the other way;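 note: plate controls were stimulated vehicle wells for no effect and unstimulated vehicle basal for full effect; nearly all actives have a fitted effect of over 55% in size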
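After overnight plating in 1% FBS, HEK293-V1b cells received test compound for half an hour, then a 5 min pulse of EGF (25 nM); ERK phosphorylation in lysates was read by bead-based AlphaScreen.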
The depositor's hits bear a star; ? = inconclusive; [ ] = dose if it differs, or a comment. Potency is the fitted concentration of half-maximal effect. Only part of the results is shown; the hit share may differ from the screen's.

SMILES,ERK EGF inh
CC1=C(C)CC(C(=O)N2CCN(Cc3ccc4c(c3)OCO4)CC2)C(C(=O)O)C1 (configuration not stated),-8%
COc1ccc2c(c1)O[C@@H](c1cccc(C(F)(F)F)c1)[C@H](OC(=O)NS(=O)(=O)c1ccc(C)cc1)C2=O,-11%
O=C1CC(Sc2ccc(Cl)cc2)C(=O)N1c1ccc2c(c1)OCCO2 (configuration not stated),24%[57.5 µM]
O=C(NCCCn1ccnc1)c1nn2c(C(F)(F)F)cc(-c3ccccc3)nc2c1Cl,?
COCCCNC(=O)c1cc(Sc2ccc(F)cc2)nc2ccccc12,4%
Cc1nn(-c2cccc([N+](=O)[O-])c2)c(N)c1-c1ccccc1,-5%
N#Cc1cc([N+](=O)[O-])ccc1N1CCCC1,-12%
Cc1c(-c2ccccc2)oc2c(C(=O)N3CCN(c4ccc([N+](=O)[O-])cc4)CC3)cccc2c1=O,8%
Cc1c(C#N)c(O)n(CCO)c(=O)c1N=Nc1ccc2c(c1)COC2=O,32%[57.5 µM]
CCOC(=O)/C(C#N)=C/c1cn(CCC(=O)O)nc1-c1ccc(Br)cc1,-11%
COC(=O)CC(NC(=O)c1cccs1)c1ccc(OC)c(OC)c1 (configuration not stated),-5%
COc1cccc(NC(=O)c2ccc3snnc3c2)c1,-10%
COc1cccc2c1CCC(NC(C)=O)C2=O (configuration not stated),0%
N#Cc1c(-c2ccccc2)ccnc1N1CCOCC1,-19%
O=[N+]([O-])c1ccc(N2CCN(S(=O)(=O)c3ccc(Cl)c(Cl)c3)CC2)cc1NCCN1CCOCC1,?
O=[N+]([O-])c1ccc(N=NN(CCO)CCO)cc1,6%
CC(=O)NC(Cc1ccc(F)cc1)C(=O)NC1CCN(c2ncccc2[N+](=O)[O-])CC1 (configuration not stated),4%
O=C(CSc1ccc(F)cc1)NC1CCCCC1,-2%
CC(NC(N)=O)C(=O)Nc1ccc(Cl)c(S(=O)(=O)Nc2ccc(Br)cc2)c1 (configuration not stated),7%
COc1ccc(-c2cc(C(=O)Nc3sc4c(c3C#N)CCCC4)c3ccccc3n2)cc1,1%
Cc1cccc(C)c1NC(=S)N(CCN(C)C)Cc1cccs1,3%
CCCCC/C=C\C[C@H](O)/C=C/C=C/C=C/[C@@H](O)CCCC(=O)O,0%
CC(C(=O)Nc1cc([N+](=O)[O-])ccc1Cl)N1CCN(c2ccccc2O)CC1 (configuration not stated),-1%
O=C(N/N=C/c1cccc2cccnc12)[C@H]1C[C@@H]1c1ccccc1,-16%[57.5 µM]
Cc1ccc(C(=O)c2c[nH]cc2-c2ccccc2)cc1,-10%
COc1ccccc1CC(=O)NC1CCC(C)CC1 (configuration not stated),-2%
O=c1c(Cl)c(N2CCOCC2)cnn1-c1nc2ccccc2[nH]1,-1%
O=C(c1ccccc1)c1ccc(Sc2ccc([N+](=O)[O-])cc2)cc1,-2%[57.5 µM]
Cc1ccccc1-c1ccc(C(=O)NCc2ccccc2)o1,-8%
Cc1cccc(-c2nc(CS(=O)CC(=O)NCC3CCCO3)c(C)o2)c1 (configuration not stated),-4%

5 of the entries above in order of their number in ERK EGF inh, rising:
SMILES,ERK EGF inh
COc1cccc(NC(=O)c2ccc3snnc3c2)c1,-10%
COC(=O)CC(NC(=O)c1cccs1)c1ccc(OC)c(OC)c1 (configuration not stated),-5%
O=c1c(Cl)c(N2CCOCC2)cnn1-c1nc2ccccc2[nH]1,-1%
Cc1cccc(C)c1NC(=S)N(CCN(C)C)Cc1cccs1,3%
O=[N+]([O-])c1ccc(N=NN(CCO)CCO)cc1,6%

More compounds
SMILES,ERK EGF inh
O=C(O)c1cc(Sc2ccc(Br)cc2)nc2ccccc12,-9%
C=CCNC(=S)N1CCN(c2cccc(C(F)(F)F)c2)CC1,0%
O=C(Cc1ccc(S(=O)(=O)N2CCCCC2)s1)Nc1cccc2ccccc12,?
COc1ccc(CN(C(=O)c2cc(=O)c3cc(C)cc(C)c3o2)C2CCS(=O)(=O)C2)cc1 (configuration not stated),4%[57.5 µM]
O=C(c1ccc2c(c1)OCCCO2)N1CCCCC1,13%[57.5 µM]
NNC(=O)c1[nH]c2ccc(Cl)cc2c1-c1ccccc1,10%[57.5 µM]
CC(=O)N1C=Cc2c(c(C)c3c([nH]c4ccccc43)c2C)C1,0%[57.5 µM]
CC(C)Cc1nc2sc3c(SCC(N)=O)ncnc3c2c2c1CCC2,5%[57.5 µM]
Cc1ccc2n(n1)c(=O)c(Cc1ccccc1)c([O-])[n+]2-c1ccccc1,1%
CCCC(=O)NCCc1nc2ccccc2n1CC(=O)c1ccccc1,-11%
OCC1(Cc2ccccc2)CCN(C2CCN(c3ccc(F)c(F)c3)CC2)CC1,-3%
CCOc1ccc(N(CC(=O)Nc2ccc(C)c(C)c2)S(=O)(=O)c2c(C)[nH]c(=O)[nH]c2=O)cc1,-7%[57.5 µM]
COc1ccc(/C=C/CN2CCC(CO)(Cc3ccccc3Cl)CC2)cc1,-6%
CCC(=O)N1CCN(c2ccc(NC(=O)COc3ccccc3[N+](=O)[O-])cc2)CC1,?
O=C1CC(/C=C/c2ccccc2)(C(=O)NC2CCCC2)N1c1ccc(S(=O)(=O)N2CCCC2)cc1 (configuration not stated),31%
CC(C)CC(=O)N1CCN(c2ccc([N+](=O)[O-])cc2Cl)CC1,-1%
O=C(NCc1ccco1)c1ccc(N2CCCCC2)c([N+](=O)[O-])c1,?
O=C(O)/C=C\C(=O)Nc1cccc(NC(=O)c2ccccc2)c1,0%
Cc1ccc(NS(=O)(=O)c2cccc([N+](=O)[O-])c2)nc1,-2%
Cc1ccc(CNC(=O)c2cccnc2Cl)cc1,4%
COc1ccc(CN(CC(=O)NCC2CCCO2)C(=O)CCC(=O)Nc2cc(C)on2)cc1 (configuration not stated),1%
CC(C)CC1=NN(C(=O)c2ccco2)C(O)(C(F)(F)F)C1 (configuration not stated),5%
O=C(/C=C/Nc1ccc(Br)cc1F)c1ccccc1,0%
COc1ccccc1NS(=O)(=O)c1cc(NC(=O)Cn2cnc3c2c(=O)n(C)c(=O)n3C)ccc1C,15%
CCOc1cc(/C=N\NC(=O)OC(C)(C)C)ccc1OC(=O)c1ccco1,35%
CN1CCc2c(sc3c2C(=O)NC(c2ccccc2)N3)C1 (configuration not stated),-1%
CCN(CC)S(=O)(=O)c1csc(C(=O)OCC(=O)c2ccccc2)c1,5%
CCCNC(=O)C(=O)N/N=C/c1cccs1,-6%
O=C(c1ccc(CSc2ccccc2)cc1)N1CCN(c2ccccc2)CC1,-3%
COCCOC(=O)c1c(C)oc2ccc(OCc3ccccc3)cc12,-8%

Next section.
SMILES,ERK EGF inh
COCCCNC(=O)c1cc2c(=O)n3cc(C)ccc3nc2nc1NCC1CCCO1 (configuration not stated),-7%
CCCCOC(=O)C1C2C=CC3(CN(CCc4ccccc4)C(=O)C13)O2 (configuration not stated),2%
C/C(=N\OCC(=O)NCC(F)(F)F)c1cc2ccccc2o1,-1%
O=C(O)CC1SC(N/N=C/c2ccc(Br)cc2)NC1=O (configuration not stated),-27%
CC(C)CNC(C)C(=O)Nc1ccc(S(N)(=O)=O)cc1 (configuration not stated),10%
COc1ccc(-c2csc(NC(=O)c3ccccc3S(C)(=O)=O)n2)cc1,?
CC(C)c1ccc(CNc2c([N+](=O)[O-])c(=O)oc3ccccc23)cc1,39%
O=c1oc2ccc(Cl)cc2cc1-c1nnc(Nc2cccc(C(F)(F)F)c2)s1,4%
COc1ccc(NC(=O)c2ccc(C#CC(C)(C)O)cc2)cc1,16%
COc1ccc(NC(=O)COC(=O)CCNS(=O)(=O)c2ccc(Cl)cc2)cc1,3%[57.5 µM]
Cc1ccc2[nH]c3c(c2c1)CCN1C(=O)OC(C)(C)C31C (configuration not stated),-2%
COc1ccc(CCNC(=O)CS(=O)(=O)c2cn(CC(=O)N3CCCC3)c3ccccc23)cc1OC,9%
N#Cc1cccc(NC(=O)N2CCCC3(CCN(C(=O)c4ccncc4)CC3)C2)c1,9%
CCn1c(C)c(C(C)=O)c(N2CCN(C(c3ccccc3)c3ccccc3)CC2)nc1=S,10%
CCCCc1nc(NCCO)c(C#N)c2c1CCCC2,7%
CCC(=O)c1ccc(OCc2ccc(C(=O)OC)cc2)cc1,3%[57.5 µM]
COC(=O)C1=C(C)NC(=S)NC1c1sccc1C (configuration not stated),4%
Cc1nn(CC(=O)NCc2cccnc2)c(C)c1[N+](=O)[O-],0%
CC(C)CCNC(=O)CCCc1ccccc1,-14%
CCOc1ccc(C2CC(=O)N(Nc3ccc([N+](=O)[O-])cc3[N+](=O)[O-])C2=O)cc1 (configuration not stated),4%[57.5 µM]
CSCCC(NC(C)=O)C(=O)OCC(=O)N(c1ccccc1)c1ccccc1 (configuration not stated),2%
O=C(O)C(Cc1c[nH]c2ccccc12)N1C(=O)C2C3c4ccccc4C(c4ccccc43)[C@@H]2C1=O (some centres not stated),3%[57.5 µM]
CCC/C=C(\CCC)C(NC(=O)c1ccc(-c2ccccc2)cc1)c1ccc(C(=O)OC)cc1 (configuration not stated),4%
CC(=O)c1c(N2CCN(c3ccccn3)CC2)nc(=S)n(-c2ccccc2)c1C,-3%
CC(OC(=O)CCc1nc2ccccc2c(=O)[nH]1)C(=O)c1ccc(C(C)(C)C)cc1 (configuration not stated),13%
Nc1n[nH]c(-c2ccc([N+](=O)[O-])cc2[N+](=O)[O-])n1,-7%
CC#CCOC(=O)C1=CCCN(C)C1,2%
CCOC(=O)C1C(c2ccccc2)N(C)OC1(O)C(F)(F)F (configuration not stated),8%
CC(=O)N1N=C(c2ccccc2O)OC1(C)CC(=O)Nc1ccccc1 (configuration not stated),7%
O=C(NCCCN1CCOCC1)C(=O)N/N=C/c1ccc(F)cc1,-2%

Other compounds follow:
SMILES,ERK EGF inh
C=CCc1cccc(/C=N/NC(=O)C(C)Nc2ccc(C)cc2)c1O (configuration not stated),-2%
CCCOC(=O)c1ccc(NC(=O)c2ccoc2C)cc1,5%
CCOc1cc(C)cc2oc(=O)cc(-c3ccccc3)c12,-32%[57.5 µM]
O=C(CCC1CCCN(C(=O)c2ccoc2)C1)NCc1ccc(F)c(F)c1 (configuration not stated),-11%
COc1ccc(NC(=O)CSc2ccccc2)cc1S(=O)(=O)N1CCCCC1,-4%
c1ccc(C2NCCc3ccccc32)cc1 (configuration not stated),-16%
O=C(c1ccc(-n2c(SCc3cccc(F)c3)nc3ccccc3c2=O)cc1)N1CCOCC1,-11%
COc1ccc(CC(=O)NNC(=O)c2ccc(NC(C)=O)cc2)cc1,?
O=C(c1ccc2c(Cl)c3c(nc2c1)CCCC3)N1CCN(c2ccc(F)cc2)CC1,2%
COc1ccccc1CCN=C(N)NS(=O)(=O)c1ccccc1,5%
Cc1ccc(S(=O)(=O)N2CCCOC2CNC(=O)C(=O)NCCC2=CCCCC2)cc1 (configuration not stated),3%
CN(C)c1cccc2c1C(=O)c1ccccc1C2=O,13µM*
CCC(C)(C)n1nnnc1C(c1cccnc1)N1CCC(Cc2ccccc2)CC1 (configuration not stated),-6%
Cc1nc(Cl)sc1C(=O)NC(C)c1ccc(Cl)cc1 (configuration not stated),-2%
CCOC(=O)c1ccc2c(c1)[n+](CC)c(C)n2-c1ccccc1,6%
CN1CCN(c2ccc([N+](=O)[O-])cc2C(=O)N2CCCCC2)CC1,7%
O=C(Nc1ccc2oc(=O)ccc2c1)c1ccc(-c2ccccc2[N+](=O)[O-])o1,11%[57.5 µM]
Cc1ccc(CNC(=O)/C=C/c2cccs2)cc1,2%
O=C(NCc1ccc2c(c1)OCO2)C1CCN(S(=O)(=O)N2CCCCC2)CC1,-7%
COC(=O)C(NC(=O)CSc1nc(N)cc(=O)[nH]1)c1ccccc1 (configuration not stated),-6%
Cc1ccc(O)c(N=Cc2cc(Cc3ccccc3)cc([N+](=O)[O-])c2O)c1,-13%
COc1ccc(C(=O)N2CCC3(CCCN(C(c4ccccc4)c4ccccc4)C3)CC2)cc1,1%
Nc1nc2nccc(-c3ccccn3)n2n1,-5%
CCOC(=O)n1c(=O)oc2ccccc21,21%[57.5 µM]
Cc1noc(/C=C/c2cccs2)c1S(=O)(=O)N1CCC(C(=O)NCCCN2CCCC(C)C2)CC1 (configuration not stated),4%
Cc1c(C(=O)NCCCN2CCOCC2)oc2ccc(S(=O)(=O)N3CCOCC3)cc12,-11%
CCOC(=O)NC(=O)COC(=O)CNC(=O)c1cccc(OC)c1,-22%
Cc1c(Cl)cccc1-n1c(SCC(=O)N2CCC(C(=O)O)CC2)nnc1-c1ccncc1,5%

4 structures already listed, ordered by count of non-hydrogen atoms, lowest first:
SMILES,ERK EGF inh
CCOc1cc(C)cc2oc(=O)cc(-c3ccccc3)c12,-32%[57.5 µM]
COC(=O)C(NC(=O)CSc1nc(N)cc(=O)[nH]1)c1ccccc1 (configuration not stated),-6%
Cc1ccc(O)c(N=Cc2cc(Cc3ccccc3)cc([N+](=O)[O-])c2O)c1,-13%
O=C(c1ccc2c(Cl)c3c(nc2c1)CCCC3)N1CCN(c2ccc(F)cc2)CC1,2%

Screening data as filed in PubChem BioAssay.
